Bioassay records deposited in PubChem by National Center for Advancing Translational Sciences (NCATS).
N370S GC mod: N370S glucocerebrosidase modulation, Gaucher chaperone candidate | P04062 | N370S GC spleen homogenate, 4MU-glucoside fluorescence | Potency, µM (series often up to 59.4 µM), for inactives: top-dose activity change, negative = inhibition, usual class: inhibitors | 330,000 compounds, 0.092% hits;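 note: 0% = full enzyme activity and -100% = no enzyme basal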
TDP1 block: inhibitors of human tyrosyl-DNA phosphodiesterase TDP1. recombinant TDP1, AlphaScreen DNA substrate cleavage. AID 485290. Potency, µM (top dose mostly 130 µM), for inactives: at the highest dose activity change, negative = inhibition, most hits filed as inhibitors. 350,000 compounds, 0.28% hits; note: nearly all actives have a fitted effect of over 40% in size
Target sequence (Q9NUW8 whole entry, looked up): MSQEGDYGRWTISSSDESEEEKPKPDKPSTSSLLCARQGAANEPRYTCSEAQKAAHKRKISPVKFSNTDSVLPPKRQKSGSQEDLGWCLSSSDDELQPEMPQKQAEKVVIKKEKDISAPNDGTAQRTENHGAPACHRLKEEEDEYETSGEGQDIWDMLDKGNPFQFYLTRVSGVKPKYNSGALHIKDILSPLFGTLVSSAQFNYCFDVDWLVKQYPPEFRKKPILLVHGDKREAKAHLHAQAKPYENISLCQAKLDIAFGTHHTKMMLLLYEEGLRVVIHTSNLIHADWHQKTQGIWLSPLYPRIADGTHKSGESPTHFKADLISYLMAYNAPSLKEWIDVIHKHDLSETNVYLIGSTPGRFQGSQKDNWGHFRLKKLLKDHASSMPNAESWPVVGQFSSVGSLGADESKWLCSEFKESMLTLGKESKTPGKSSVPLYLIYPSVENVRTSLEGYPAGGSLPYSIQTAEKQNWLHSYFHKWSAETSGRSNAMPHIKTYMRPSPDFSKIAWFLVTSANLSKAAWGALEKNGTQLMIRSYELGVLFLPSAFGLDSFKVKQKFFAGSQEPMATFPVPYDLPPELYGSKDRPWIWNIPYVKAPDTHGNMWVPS
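Here, a 5' biotin and 3' phosphotyrosine-FITC DNA oligonucleotide reports Tdp1 activity: intact substrate bridges AlphaScreen beads, while cleavage leaves a 3' phosphate and drops signal. All incubations at room temperature.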
TDP1 cell noCPT: qHTS for Inhibitors of human tyrosyl-DNA phosphodiesterase 1 (TDP1): qHTS in cells in absence of CPT; 420,000 compounds, 15% hits; Potency, µM (top dose mostly 46.2 µM), inactives show top-dose activity change, negative = growth inhibition, usual class: inhibitors; DT40 Tdp1-/- hTDP1 cells, no CPT, ATP luminescence, 48 h; AID 686978, 2013; note: nearly all actives have a fitted effect of over 55% in size
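Compound effects on proliferation are scored in DT40 Tdp1-/-;hTDP1 cells in the absence of CPT. ATP levels (CellTiter-Glo luminescence) are recorded after a ≥48 hr, 37 °C incubation.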
* hit, by the source's call; ? = inconclusive; · = no result given; & = joins results of further samples; [ ] = dose if it differs, or a comment. Calls come from the whole dose curve; as a rule, active = well fitted curve in the direction sought with a large enough effect; inconclusive = small, poorly fitted or top-dose-only effect, or another doubt; inactive = no such curve, though single readings can be large; an effect the other way counts as inactive or inconclusive. Unless noted, % is set by controls: 0 for no effect and ±100 for the full control effect; potency is the fitted concentration of half-maximal effect.

Molecule,N370S GC mod,TDP1 block,TDP1 cell noCPT
COc1ccc(OCc2cc(C(=O)N3CCCC(O)C3)no2)c2ccccc12 (stereo not given),4.6%,8.3%,-17.6%
CSc1nc2c(c(=O)n1-c1ccc(F)cc1)SCC2,1.6%,1.7%,-13.1%
CC(=O)N1c2ccc(S(=O)(=O)N(C)CC(=O)NC3CCCC3)cc2CC1C (stereo not given),0.2%,0.5%,-0.2%
O=C(NCCc1ccc(Cl)cc1)c1cccn1-c1nnc(N2CCCC2)s1,·,10.5%,?
CCC1Oc2ccccc2N(CC(=O)NCCCN2CCCCC2CC)C1=O (stereo not given),0.3%,2.2%,-1.2%
Cc1ccccc1-c1nnc(-c2ccccc2)o1,16.7%,2.4%,?
CC(=O)N(C(C)=O)c1ncc2c([nH]c3ccccc32)c1C#N,?,9.1%,?
CCc1cccc(C)c1NC(=O)CSc1n[nH]c(N)n1,·,0.5%,9.1%
COc1ccccc1C(=O)NNC(=O)c1sccc1-n1cccc1,-0.1%,5.5%,2.2%
CCCCC(O)(CCN1CCOCC1)c1ccc(Cl)cc1 (stereo not given),13.1%,2.5%,?
O=C(COc1ccccc1Cl)N1CCNC1=O,0.4%,-1.9%,-1.9%
Cc1ccc(NC(=O)COC(=O)c2ccc3c(c2)NC(=O)C2CCCN32)cc1C (stereo not given),0.9%,7.1%,·
COc1ccc(C)cc1NC(=O)CSc1ccc(-c2ccco2)nn1,-12.6%,7.7%,?
CC1(C)CCC[C@@]2(C)CC=C(C(=O)O)[C@@H]3C[C@]312,-5.0%,·,-12.4%
COC(=O)C[N+](C)(C)C/C=C\c1ccccc1,3.6%,2.5%,-21.7%
O=C(Nc1cccc(O)c1)c1noc2c1CCCCC2,0.6%,0.0%,-22.8%
CC1CCN(S(=O)(=O)c2cccc(C(=O)N(C)C3CCS(=O)(=O)C3)c2)CC1 (stereo not given),-22.8%,8.7%,-1.2%
CCCn1c(=O)c2c(nc3n2CCN3c2ccc(C)cc2)n(C)c1=O,·,3.9%,3.2%
COc1ccc(CC2C(=O)OC(C)(C)OC2=O)c(Cl)c1OC,11.1%,·,5.3%
COc1ccc(NC(=O)CCCc2nnc3n(CCC(C)C)c(=O)c4sccc4n23)cc1Cl,·,5.1%,20.6µM*
Cc1cccc(/C=C/c2nc3ccccc3c(=O)[nH]2)c1,-31.4%,-2.4%,14.6µM*
CCc1ccc(-c2cc(C)no2)cc1S(=O)(=O)NCCc1ccccc1,6.0%,-4.1%,18.4µM*
CCC(=O)NCCc1nc2cc(NC(=O)Nc3ccccc3)ccc2n1C,-8.4%,·,-5.9%
CC1CC=CC2C1C(=O)N(Cc1ccccc1)C2c1ccc2ccccc2c1-c1ccc(N(C)C)cc1 (stereo not given),-1.7%,3.8%,·
Cc1[nH]c2ccc(C(=O)OCCN(C)C)cc2c1C,1.3%,-1.0%,-21.8%
Nc1ccc(C(=O)NCC(=O)O)cc1,-3.2%,5.7%&2.1%[56.1 µM],-5.0%
OCCC1CN(Cc2c(O)ccc3ccccc23)CCN1CCc1ccccc1 (stereo not given),-1.5%,9.7%,?
CCCCn1c(CCC(=O)O)nc2c1c(=O)[nH]c(=O)n2CCC,·,2.8%,3.4%
N=c1sccn1CC(=O)NCCc1ccc(Cl)cc1,0.8%,2.1%,-9.7%
CCOC(=O)C(=O)N/N=C/c1cccc(Br)c1,5.7%,·,7.0%
COc1ccc(C2C(C#N)=C(N)Oc3cc(C)n(Cc4ccncc4)c(=O)c32)cc1 (stereo not given),-6.7%,-5.8%,2.06µM*
C=CC[N+](C)(C)CCN1C(=O)C2C(c3ccccc3)C=CC(c3ccccc3)C2C1=O (stereo not given),-4.5%,1.2%,0.0%
O=C(COc1ccc([N+](=O)[O-])cc1)N(Cc1ccccc1)Cc1ccccc1,4.7%,3.1%,?
COC(=O)c1cc(NC2c3ncccc3C(=O)N2Cc2ccccc2)cc(C(=O)OC)c1 (stereo not given),3.9%,2.9%,1.1%
CCOc1ccc(NC(=O)N2CCC(C(=O)c3ccc(F)cc3)CC2)cc1,10.5%,4.0%,?
O=C(/C=C/c1cccc([N+](=O)[O-])c1)NCCSc1ccccc1,-10.8%,5.9%,?
O=Cc1cn(CC(=O)N2CCOCC2)c2ccccc12,-0.9%,6.2%,-1.6%
Cc1ccccc1C(=O)NN1CCOCC1,0.8%,-2.6%,13.1%
COc1ccc(Nc2cc(C(=O)NCc3ccco3)c3ccccc3n2)c(OC)c1,0.6%,6.9%,23.1µM*
Cc1ccc(-n2nc(CC#N)c(C#N)c2N)cc1Cl,-1.4%,8.2%,-10.6%
Cc1ccc(OCCNC(=O)C(C)SCC(=O)Nc2ccc(F)cc2)cc1 (stereo not given),·,0.2%,0.3%
CN(C)C(=S)NC(=O)C12CC3(C)CC(C)(CC(C)(C3)C1)C2,-1.3%,5.6%,1.3µM*
Cc1cc(C)c(S(=O)(=O)c2ccccc2C)c(OCCN(C)C)n1,-9.3%,·,-2.7%
O=S(=O)(c1ccc(Oc2ccc(Cl)cc2)nc1)N1CCOCC1,-3.1%,-8.5%,-22.7%
COc1cc(C2N=C(N)Nc3nc4ccccc4n32)ccc1OCCC(C)C (stereo not given),·,0.6%,18.4µM*
Cc1cccn2c(=O)c(C(=O)NC3CCCCC3C)c(O)nc12 (stereo not given),27.4%,-0.2%,14.6µM*
CC1CC(C)CN(S(=O)(=O)c2ccc(NC(=O)CCNC(=O)c3ccc([N+](=O)[O-])cc3)cc2)C1 (stereo not given),·,1.0%,9.2%
COc1ccccc1CNC(=S)Nc1cc(C)ccc1C,13.6%,5.4%,?

Next part; the last 6 above are carried over.
Molecule,N370S GC mod,TDP1 block,TDP1 cell noCPT
Cc1cc(C)c(S(=O)(=O)c2ccccc2C)c(OCCN(C)C)n1,-9.3%,·,-2.7%
O=S(=O)(c1ccc(Oc2ccc(Cl)cc2)nc1)N1CCOCC1,-3.1%,-8.5%,-22.7%
COc1cc(C2N=C(N)Nc3nc4ccccc4n32)ccc1OCCC(C)C (stereo not given),·,0.6%,18.4µM*
Cc1cccn2c(=O)c(C(=O)NC3CCCCC3C)c(O)nc12 (stereo not given),27.4%,-0.2%,14.6µM*
CC1CC(C)CN(S(=O)(=O)c2ccc(NC(=O)CCNC(=O)c3ccc([N+](=O)[O-])cc3)cc2)C1 (stereo not given),·,1.0%,9.2%
COc1ccccc1CNC(=S)Nc1cc(C)ccc1C,13.6%,5.4%,?
C=CCNC(=O)c1onc(CSc2ccncc2)c1C(=O)NCC=C,-3.1%,1.2%,-13.5%
CN(C1CCS(=O)(=O)C1)S(=O)C12CC3CC(CC(C3)C1)C2 (stereo not given),6.4%,-2.4%,-12.7%
CCc1ccc(NC(=O)CN2CCN(C3CCCCC3)C(=O)C2=O)cc1,·,-1.2%,-14.4%
COCCCNC(=O)CCSc1ccc(Cl)cc1,-7.2%,2.1%,-10.9%
CCOc1ccccc1NC(=S)NCCc1ccccc1,3.0%,8.2%,?
Cc1cc(C)nc(NC(=O)CCC2CCCC2)c1,4.3%,0.0%,?
O=Nc1c(-c2cccc([N+](=O)[O-])c2)nc2ncccn12,5.0%,5.0%,·
Cc1ccc(C2Nc3ccccc3C(=O)N2CCN2CCNC2=O)cc1 (stereo not given),11.8%,·,-10.8%
CCCCn1cnc2c1c(=O)n(CC(=O)c1cc(C)n(C)c1C)c(=O)n2CC(C)C,-12.8%,6.1%,?
Cc1cccc(N2CCN(S(=O)(=O)c3c(C)[nH]c(C)c3C(=O)N3CCCC3)CC2C)c1 (stereo not given),-3.2%,6.6%,-7.0%
O=C(Nc1ccc(Cl)cc1C(F)(F)F)c1ccc(Cl)cc1,6.2%,-7.8%,-6.8%
O=C(CN1CCCCC1)N1CCN(S(=O)(=O)c2ccccc2)C1,7.0%,-2.3%,1.3%
Cc1cc(C)nc(SCc2cc(=O)c(OC(=O)c3ccc(Br)o3)co2)n1,9.7%,-5.3%,-9.1%
NC(=O)c1c(NC(=O)c2cccnc2Cl)sc2c1CCCC2,17.1%,0.0%,-17.1%
Cc1ccc(S(=O)(=O)N2C(=O)CCC2C(=O)Nc2ccc3c(c2)OCCO3)cc1 (stereo not given),-2.6%,2.3%,-10.8%
Cc1ccnc(NC(=O)COc2ccc(Cl)cc2)n1,17.5%,2.5%,-1.5%
C[C@H](NC(=O)N1CCn2c1nc1ccccc12)C(=O)N1CCCCC1,2.1%,1.3%,?
COc1ccc(C)cc1NC(=O)C1CCCN(S(=O)(=O)c2ccc(-n3cnnn3)cc2)C1 (stereo not given),-5.3%,·,-28.4%
CCOC(=O)C1(Cc2cccc(F)c2)CCN(Cc2cnc(C)s2)CC1,-7.9%,2.7%,23.1µM*
Cc1ccc(S(=O)(=O)C(CNC(=O)C(=O)NCCc2ccccc2)c2cccs2)cc1 (stereo not given),·,2.6%,14.6µM*
COc1ccc(N(C)C(=O)c2oc(=O)c3ccccc3c2-c2ccc(C)cc2)c(OC)c1,17.6%,6.0%&9.3%,16.4µM*
CCOC(=O)C1=C(N)OC2=C(C(=O)CC(C)(C)C2)C1c1ccc(C)s1 (stereo not given),4.5%,5.1%,-16.4%
COc1ccc(OC)c(CCNC(=O)c2ccc(CS(=O)Cc3cccc(Cl)c3)o2)c1 (stereo not given),-0.3%,2.3%&5.1%,20.6µM*
C[C@@H]1CCC2[C@@H](C)[C@@H](O)O[C@@H]3O[C@@]4(C)CC[C@@H]1[C@@]23OO4 (stereo not given in full),-1.0%,6.4%,0.0944µM*
Cc1cc([N+](=O)[O-])nn1CC(=O)Nc1nccs1,0.2%,6.7%,-3.7%
CCC1(O)c2ccccc2-c2ncccc21 (stereo not given),-9.7%,2.5%,-18.6%
CCOC(=O)c1c(N)sc(C(=O)N2CCCCCC2)c1C,-1.7%,3.9%,-14.6%
CCOC(=O)COc1ccc(CC)cc1C(=O)c1ccn2nc(-c3ccc(C)cc3)cc2n1,·,9.7%,?
Cc1ccc(CSCC(=O)N(C)CC(=O)Nc2cccc(F)c2)cc1,-11.8%,-4.2%,-27.0%
O=C(c1cccc(F)c1)N1CCC2(CCCN(Cc3ccccc3)C2)CC1,-6.2%,·,-27.6%
COCCn1c(C)cc(C2=NNC(=Nc3ccc(Cl)cc3Cl)SC2)c1C,-4.5%,-0.5%,?
CN1CCN(S(=O)(=O)c2ccc(N3CCN(c4ccccc4O)CC3)c([N+](=O)[O-])c2)CC1,-19.0%,10.8%[0.505 µM],?
COC(=O)c1[nH]c2ccc(C)cc2c1NC(=O)CN1CCN(Cc2ccccc2)CC1,2.5%,4.9%,25.9µM*
CN1CCN(c2nc3cc(C(F)(F)F)ccc3n3cccc23)CC1,-20.3%&-14.6%&-15.7%,8.0%[56.1 µM],20.6µM*
O=C(NCc1ccccn1)C(C(=O)c1cccc([N+](=O)[O-])c1)n1cc(Cl)ccc1=O (stereo not given),-3.1%,8.6%,0.7%
Cn1c(=O)[nH]c(=O)c2c1nc(N1CCc3ccccc3C1)n2CCSc1nc2ccccc2s1,5.0%,7.2%,?
O=C(Nc1ccc(F)cc1F)C1CCCN(c2ncnc3c2nc2n3CCCCC2)C1 (stereo not given),4.3%,3.8%,14.6µM*
CCCOc1nc2c(c(=O)n(C)c(=O)n2C)n1CC,0.0%,0.0%,·
OCCOCCOCCn1c2ccccc2c2ccccc21,4.1%,-2.3%,?
O=[N+]([O-])c1cc(-c2ccc(C(=S)N3CCOCC3)o2)ccc1Cl,6.1%,10.8%,?
COc1ccc(COc2ccc(C3C(S(=O)(=O)c4ccccc4)CON3C)cc2OC)cc1 (stereo not given),2.9%,-2.7%,?
O=C(O)CC1NC(=O)N(C2CCCCC2)C1=O (stereo not given),-12.8%,0.0%,21.8%
O=C(O)CC(NC(=O)c1ccc2c(c1)OCO2)c1cccc([N+](=O)[O-])c1 (stereo not given),1.5%,0.0%,-19.2%
CN(CC(=O)Nc1cccc(F)c1)C(=O)C1CCN(C(=O)c2ccc(Cl)cc2)CC1,·,0.4%,-22.1%
O=C(COc1ccccc1[N+](=O)[O-])OC1CCS(=O)(=O)C1 (stereo not given),-4.3%,1.2%,-17.3%
Cc1ccc(F)cc1NC(=O)c1ccc2c(c1)OCO2,12.4%,-4.5%,-16.7%

A portion of the library; count on the stated rates, not on these rows.
